# Bioassay records: PubChem, Fisher Drug Discovery Resource Center
# mcGAS RapidFire – mouse cGAS inhibition by mass spec. Q8C6L5. recombinant mouse cGAS, cGAMP by RapidFire MS. inhibition, % at 12.5 µM. 0.18% of 130,000 active;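 active means inhibition of cGAS enzyme activity at or above 60%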;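 further: enzyme stimulated by 45 bp dsDNA with ATP and GTP substrates; cGAMP share of summed cGAMP plus half ATP and half GTP signals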
# Target sequence (Q8C6L5 whole entry, looked up): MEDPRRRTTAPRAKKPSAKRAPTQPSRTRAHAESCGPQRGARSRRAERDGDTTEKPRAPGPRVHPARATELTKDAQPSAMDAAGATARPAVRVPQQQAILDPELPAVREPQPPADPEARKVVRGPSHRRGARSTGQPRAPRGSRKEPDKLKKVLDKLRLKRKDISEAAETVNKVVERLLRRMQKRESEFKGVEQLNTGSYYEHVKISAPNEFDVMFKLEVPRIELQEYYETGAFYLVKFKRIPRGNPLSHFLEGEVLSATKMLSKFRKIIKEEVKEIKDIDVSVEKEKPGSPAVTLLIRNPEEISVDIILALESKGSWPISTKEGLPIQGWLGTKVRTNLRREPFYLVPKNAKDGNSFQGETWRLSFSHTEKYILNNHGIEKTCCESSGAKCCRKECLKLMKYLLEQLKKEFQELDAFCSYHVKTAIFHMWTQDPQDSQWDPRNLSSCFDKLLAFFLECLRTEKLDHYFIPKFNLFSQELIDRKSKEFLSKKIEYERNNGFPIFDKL
# * marks the source's active call; other numbers are inactive results; & = joins results of further samples. The list is partial. The share of hits here may be higher or lower than overall.
SMILES,mcGAS RapidFire
COc1ccc(CCN(C)C2CCCN(Cc3nc4ccc(F)cc4[nH]3)C2)cc1OC (configuration not stated),2
COc1ccc2c(c1)OC[C@@H](Cc1ccc(OC)c(OC)c1)[C@@H]2O,1
COc1cccc(NC(=O)C2(C)CCN2Cc2ccc(SC)cc2)c1 (configuration not stated),-8
CC(=O)Nc1ccc(N2C(=O)CSC2c2ccc(C(C)C)cc2)cc1 (configuration not stated),-12
Cc1c(Br)cnn1CC(=O)O,-29
COc1c(C(=O)Nc2n[nH]c(C)n2)sc(C)c1Br,-31
COCCn1c(=O)c2c(nc3n(-c4ccc(N(C)C)cc4)c(C)cn23)n(C)c1=O,-8
O=C1Nc2cc3c(cc2/C1=N\OCc1ccccc1)OCCO3,-8
Cc1ccc(C2(C)NC(=O)N(CC(O)COCc3ccco3)C2=O)cc1 (configuration not stated),-9
CC1CCN(S(=O)(=O)N2CCc3sccc3C2C)CC1 (configuration not stated),-11
Nc1nnc(SCc2ccccc2C(F)(F)F)s1,-4
CC(C)C(C)NC(=O)Cn1cnc2c1c(=O)n(C)c(=O)n2C (configuration not stated),-3
O=C(c1cc2cc(Br)ccc2oc1=O)N1CCN(c2ccc(Cl)cc2)CC1,-4
O=C1CCSc2ccc(Cl)cc21,-11
C=CCn1c(N2CCN(Cc3cccc(C)c3)CC2)nc2c1c(=O)[nH]c(=O)n2C,-11
CC(C)c1ccc(NC(=O)CSc2ccc(NC(=O)C3CC3)nn2)cc1,5
CCC1=NOC(C(=O)NCc2cccnc2Oc2ccc(C)nc2)C1 (configuration not stated),-14
O=C(NCC1CCCN(Cc2ccccc2O)C1)C1(c2ccc(Cl)cc2)CC1 (configuration not stated),-5
Cn1cc(/C=C/c2nc(N)nc(-c3ccccc3O)n2)c2ccccc21,-1
CCS(=O)(=O)CC(=O)Nc1cc(C)nn1-c1cccc(Cl)c1,-2
Cc1cc(NCC(c2ccco2)N2CCCCC2)c2ccccc2n1 (configuration not stated),-2
CC(C1CCN(Cc2ccc(-c3ccccn3)cc2)CC1)N1CCN(C)CC1 (configuration not stated),-22
Cc1ccc(C(=O)n2nc(C)c(Sc3ccccc3)c2C)cc1,-2
Cc1noc(CNC(=O)NC2CCC(c3ccccc3)CC2)n1 (configuration not stated),-6
Cc1cc(=O)n2c(n1)SCC2CC(=O)NC1CC1 (configuration not stated),-6

# Single values from above.
# mcGAS RapidFire result of `COCCn1c(=O)c2c(nc3n(-c4ccc(N(C)C)cc4)c(C)cn23)n(C)c1=O` reads -8
# mcGAS RapidFire result of `CC(C1CCN(Cc2ccc(-c3ccccn3)cc2)CC1)N1CCN(C)CC1` (configuration not stated) reads -22
# mcGAS RapidFire result of `COc1cccc(NC(=O)C2(C)CCN2Cc2ccc(SC)cc2)c1` (configuration not stated) reads -8
# mcGAS RapidFire result of `COc1c(C(=O)Nc2n[nH]c(C)n2)sc(C)c1Br` reads -31

# Pulled one by one from the list above, 3 records:
SMILES,mcGAS RapidFire
O=C(NCC1CCCN(Cc2ccccc2O)C1)C1(c2ccc(Cl)cc2)CC1 (configuration not stated),-5
O=C1Nc2cc3c(cc2/C1=N\OCc1ccccc1)OCCO3,-8
Cc1cc(NCC(c2ccco2)N2CCCCC2)c2ccccc2n1 (configuration not stated),-2

# Gathered by group, the entries above with an aryl thioether with sulfur outside any ring.
SMILES,mcGAS RapidFire
COc1cccc(NC(=O)C2(C)CCN2Cc2ccc(SC)cc2)c1 (configuration not stated),-8
Nc1nnc(SCc2ccccc2C(F)(F)F)s1,-4
CC(C)c1ccc(NC(=O)CSc2ccc(NC(=O)C3CC3)nn2)cc1,5
Cc1ccc(C(=O)n2nc(C)c(Sc3ccccc3)c2C)cc1,-2

# Next part
SMILES,mcGAS RapidFire
COC(=O)c1c(N)ncn1-c1ccccc1,-4
CS(=O)(=O)c1nc(-c2ccccc2)cc(C(F)(F)F)n1,12
Cc1cc(C(=O)N(Cc2ccco2)c2nc3ccccc3s2)nn1C,0
O=C(Cn1cc2ccccc2n1)NC1CC(=O)N(CC2CCCCC2)C1 (configuration not stated),-11
CC(C)(C)NS(=O)(=O)c1ccc(C(=O)OCC2CCCCO2)o1 (configuration not stated),-3
CN(Cc1ccccc1)C(=O)Nc1ccc2c(c1)CCC2,-5
O=C1c2ccccc2-c2c(-c3ccccc3)sc(=O)n21,-2
COc1ccc(C2c3cccn3CCN2C(=O)Nc2cccs2)cc1OC (configuration not stated),-2
CSc1ccc(NC(=O)c2cccc(-c3nnc(C)o3)c2)cc1F,-2
Cc1nc(-c2ccc(F)cc2)c(CC(=O)N2CCN(C(=O)C3CCCO3)CC2)s1 (configuration not stated),-3
CCN1CCCC(N2CCNCC2)C1 (configuration not stated),-10
COc1cccc2c1OCC(C(=O)NC1CCC(n3cnnc3)CC1)C2 (configuration not stated),-24
NS(=O)(=O)c1ccc(NS(=O)(=O)c2ccc(Cl)c([N+](=O)[O-])c2)cc1,-6
CCOc1ccc(-c2nc(CC(=O)N3CCCSCC3)cs2)cc1,-5
OCCC1CN(C2CCN(c3ccccc3)CC2)CCN1CC1CCCCC1 (configuration not stated),-10
O=C(NC(COCc1ccccc1)c1ccccc1)c1ccc(=O)[nH]n1 (configuration not stated),-8
CN(Cc1ccc(-n2cccn2)cc1)Cc1cccc2nonc12,-10
CC(Cc1cccs1)Nc1ccc(-c2nccn2C)nn1 (configuration not stated),-9
CCc1cc(CNC(=O)CCOC(C)C)[nH]n1,5
c1ccc(-c2nnc(N3CCN(Cc4ccc5c(c4)OCO5)CC3)c3ccccc23)cc1,-10
CNc1ccc(-c2ccc(OC)cc2OC)cn1,-2
CCCC(=O)NC(c1ccc(F)cc1)c1nccn1C (configuration not stated),-7
O=C(c1cn(CCCc2ccccc2)nn1)N1CCN(C2CCCC2)C(=O)C1,-6
CN(Cc1ccccc1)c1nc2c(c(=O)[nH]c(=O)n2C)n1CCCSc1ncccn1,-1
COc1cccc(C2CCCN2Cc2nc(-c3ccc(OC)c(OC)c3OC)no2)c1 (configuration not stated),-6

# (continued)
SMILES,mcGAS RapidFire
CC(C)(C)c1cc(CN2CCCC(N3CCCC3=O)C2)[nH]n1 (configuration not stated),2
CCc1cc(=O)oc2c(C)c(OCc3nn[nH]n3)ccc12,1
COc1ccc(S(=O)(=O)N2CCN(c3nc4ccccc4nc3-c3ccccc3)CC2)cc1OC,-4
CN(Cc1ccccc1N1CCOCC1)C(=O)C1CCCN(C(=O)Nc2ccccc2)C1 (configuration not stated),-4
Cc1cccc(Cc2nnc(CCC(=O)N3CCCC3c3ccc(F)cc3)o2)c1 (configuration not stated),-5&0
O=C(Nc1cccc(F)c1)N1CCc2nc(Nc3cc(Cl)cc(Cl)c3)ncc2C1,-4
Cc1cccc(-c2noc(CCC(=O)N3CCCN4CCC[C@H]4C3)n2)c1,-27
Cc1nn(-c2ccc(F)cc2)c(C)c1C(=O)N1CC(c2ccncc2)C1,-14
NS(=O)(=O)c1cc(C(=O)n2cc(Br)cn2)c(Cl)cc1Cl,-6
CCOc1ccc(S(=O)(=O)N2CCCCC2)cc1NCC(=O)N1CCc2ccccc21,1
CCN1CCN(c2ccc(C(=O)C=Cc3cccc(O)c3)cc2F)CC1,-4
Cc1ccc(NC(=O)CN2C(=O)c3ccccc3S2(=O)=O)c(Cl)c1,-9
Cc1nc(-c2ccccc2)ccc1C(=O)NCc1cc(Br)c[nH]1,-12
Cc1ccc(NC(=O)NC(=O)N(C(C)C)S(C)(=O)=O)nc1,2
Cc1ccc(C(=O)Nc2cccc(CNCCCN3CCCC3=O)c2)cc1,-4
CCSc1nnc(-c2cc(Br)ccc2N)c(=O)[nH]1,-10
CN(C)S(=O)(=O)c1cc(NC(=S)NC2CC3CCC2C3)ccc1Cl (configuration not stated),-3
Cc1cc(C)n(Cc2cccc(C(=O)N3CCN4CCNC(=O)C4C3)c2)n1 (configuration not stated),-5
Cc1ccc2ncccc2c1S(=O)(=O)N(CCC#N)C(C)C1CC1 (configuration not stated),-6

# 7 entries from above, reformatted:
Molecule | mcGAS RapidFire
CCN1CCN(c2ccc(C(=O)C=Cc3cccc(O)c3)cc2F)CC1 | -4
Cc1ccc(NC(=O)CN2C(=O)c3ccccc3S2(=O)=O)c(Cl)c1 | -9
Cc1nc(-c2ccccc2)ccc1C(=O)NCc1cc(Br)c[nH]1 | -12
Cc1ccc(NC(=O)NC(=O)N(C(C)C)S(C)(=O)=O)nc1 | 2
Cc1ccc(C(=O)Nc2cccc(CNCCCN3CCCC3=O)c2)cc1 | -4
CCSc1nnc(-c2cc(Br)ccc2N)c(=O)[nH]1 | -10
CN(C)S(=O)(=O)c1cc(NC(=S)NC2CC3CCC2C3)ccc1Cl (configuration not stated) | -3
